MPTP inh = blocks calcium-induced mitochondrial swelling. isolated mouse mitochondria, Ca2+ swelling absorbance, 30 min. inhibition, % at 10 µM. 360,000 compounds, 1.4% hits;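 active = inhibition of 50% or more, scaled per plate between neutral and stimulator controls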;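 note: 0% = DMSO wells given calcium and 100% = 1 mM EGTA wells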
mIAP inh = blocks mouse intestinal alkaline phosphatase. purified mouse IAP, CDP-Star luminescence, 30 min. inhibition, % at 10 µM. 330,000 compounds, 0.2% hits;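 active = inhibition of at least 40% at 10 µM in the primary screen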;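 note: plate controls were DMSO with enzyme for no effect and no enzyme wells for full effect; values of inactives mirror those of a sister screen read the other way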
beta cell repl = inducers of beta-cell replication in MIN6 cells. MIN6 cells proliferation, ATPlite luminescence, 48 h; cells starved in 0.2% serum; 100% = growth in 10% serum. proliferation, % at 10 µM. 330,000 compounds, 0.29% hits;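 active = compounds whose signal lies at least 3.5 SD above the mean of all wells on their plate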;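 note: 0% = DMSO-treated cells in low-serum medium and 100% = 10% serum control; some compounds called inactive have numbers as strong as hits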
GRIN3A LBD mod = modulates the human NR3A ligand-binding domain. AID 1259313. Tm shift relative to glycine control, % at 25 µM. 340,000 compounds, 2.5% hits. NR3A LBD differential scanning fluorimetry, Tm shift; 0% = protein alone, 100% = glycine-bound protein;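 active = melting temperature shift of at least 10% of the positive control shift, at one fixed dose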
hIAP activ = human IAP activation; P09923; purified human IAP, CDP-Star luminescence, 30 min; active compounds read high; 1 = vehicle-only enzyme, 0 = enzyme-free background; activation factor at 10 µM; 330,000 compounds, 0.16% hits;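 active = activation factor of the enzyme at least 2-fold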; note: the source names both 10 and 20 µM as test concentration; values of inactives mirror those of a sister screen read the other way
Target sequence (P09923 whole entry, looked up): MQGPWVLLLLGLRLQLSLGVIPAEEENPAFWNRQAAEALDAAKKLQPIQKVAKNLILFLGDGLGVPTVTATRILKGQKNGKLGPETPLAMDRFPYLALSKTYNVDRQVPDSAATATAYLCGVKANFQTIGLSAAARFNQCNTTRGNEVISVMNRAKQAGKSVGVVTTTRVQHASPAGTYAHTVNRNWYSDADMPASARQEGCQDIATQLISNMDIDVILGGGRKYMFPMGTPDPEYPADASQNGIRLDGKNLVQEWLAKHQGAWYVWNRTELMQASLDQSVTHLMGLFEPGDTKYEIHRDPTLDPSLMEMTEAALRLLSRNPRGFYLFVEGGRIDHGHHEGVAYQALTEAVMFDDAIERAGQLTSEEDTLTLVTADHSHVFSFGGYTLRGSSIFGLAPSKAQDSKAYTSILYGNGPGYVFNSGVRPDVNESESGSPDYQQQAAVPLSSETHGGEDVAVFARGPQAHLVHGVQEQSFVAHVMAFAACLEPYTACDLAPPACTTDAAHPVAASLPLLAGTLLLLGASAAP
APOBEC3A inh = human APOBEC3A DNA deaminase inhibition | 330,000 compounds, 0.41% hits | inhibition, % at 20 µM | recombinant A3A, FAM/TAMRA ssDNA deamination fluorescence;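 active = at least 40% inhibition at 20 µM here, with at most 30% in a related deaminase screen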;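 note: plate controls were A3A with DMSO for no effect and wells lacking A3A enzyme for full effect; some results filed as inactive read as strong as hits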
Target sequence (P31941 whole entry, looked up): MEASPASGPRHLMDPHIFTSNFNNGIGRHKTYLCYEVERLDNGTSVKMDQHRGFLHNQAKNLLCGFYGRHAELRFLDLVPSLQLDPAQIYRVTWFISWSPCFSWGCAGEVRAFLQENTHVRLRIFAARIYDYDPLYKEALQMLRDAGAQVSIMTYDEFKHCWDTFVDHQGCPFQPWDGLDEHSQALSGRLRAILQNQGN
mIAP act = increases mouse intestinal alkaline phosphatase activity; muIAP, CDP-Star luminescence, 30 min; active compounds read high; 1 = vehicle-only enzyme signal, 0 = enzyme-free wells; activation factor at 10 µM; 330,000 compounds, 0.24% hits; AID 2805;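 active = activation factor of at least 2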; note: the source names both 10 and 20 µM as test concentration; values of inactives mirror those of a sister screen read the other way
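Assay system: mouse IAP enzyme; reagent: chemiluminescent substrate CDP-Star; dosing: test compounds delivered from DMSO solution; schedule: 30 min at room temperature; measured by: luminescence from enzymatic CDP-Star hydrolysis; controls: DMSO-only wells and no-enzyme negative control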
hIAP block = human IAP inhibition | purified IAP, CDP-Star luminescence, 30 min | inhibition, % at 10 µM | 330,000 compounds, 0.12% hits;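 active = inhibition reaching a set limit with compound at 10 µM in the primary screen, cut at about 35% in these data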;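 note: plate controls were DMSO wells with enzyme for no effect and no-enzyme buffer wells for full effect; values of inactives mirror those of a sister screen read the other way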
APOBEC3G inh = inhibitors of human APOBEC3G DNA deaminase; 330,000 compounds, 0.28% hits; inhibition, % at 20 µM; AID 493012; Q9HC16; recombinant A3G, ssDNA deamination FAM/TAMRA fluorescence;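 active = inhibition of at least 40% at 20 µM, with no more than 30% in the related APOBEC3A deaminase screen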;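 note: plate controls were DMSO wells with A3G for no effect and wells lacking A3G enzyme for full effect; some compounds called inactive have numbers as strong as hits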
An asterisk follows results filed as active; & = joins results of further samples.

How did O=C(Nc1nccs1)C1CC(=O)N(CCc2ccc(F)cc2)C1 (stereo unspecified) do in these assays?
MPTP inh: -0.6; mIAP inh: 5; beta cell repl: 2; GRIN3A LBD mod: -1; hIAP activ: 0.95; APOBEC3A inh: 3; mIAP act: 0.95; hIAP block: 5; APOBEC3G inh: -12

Results for Cc1ccc2c(c1)C(c1ccc(F)cc1)N(C(=O)c1ccccc1Br)CC(=O)N2 (stereo unspecified) ?
MPTP inh: 1.5; mIAP inh: 1; beta cell repl: 0; GRIN3A LBD mod: -8; hIAP activ: 0.97; APOBEC3A inh: -2; mIAP act: 0.99; hIAP block: 3; APOBEC3G inh: -1

Results for CCOC(=O)N1CCN(C(=O)CNC(=O)c2nn(-c3ccc(OC)cc3)c(=O)c3ccccc23)CC1 ?
MPTP inh: 4.3; mIAP inh: 2; beta cell repl: -2; GRIN3A LBD mod: 0; hIAP activ: 0.88; APOBEC3A inh: 4; mIAP act: 0.98; hIAP block: 12; APOBEC3G inh: 0

How did CCCOc1ccc(C(C)=O)cc1CC(C(=O)OCC)C(=O)OCC do in these assays?
MPTP inh: 0.8; mIAP inh: 4; beta cell repl: -1; GRIN3A LBD mod: 0; hIAP activ: 1; APOBEC3A inh: -3; mIAP act: 0.96; hIAP block: -4; APOBEC3G inh: -4

How did Cc1ccc(-n2c3nc(=O)n(C)c(=O)c-3cc3ccccc32)cc1 do in these assays?
MPTP inh: 2.9; mIAP inh: -2; beta cell repl: -2; GRIN3A LBD mod: 0; hIAP activ: 0.98; APOBEC3A inh: 9; mIAP act: 1; hIAP block: 2; APOBEC3G inh: 0

Results for Cc1cc(C)c(C#N)c(SCC(=O)Nc2cc(C)on2)n1 ?
MPTP inh: -0.3; mIAP inh: -2; beta cell repl: 0; GRIN3A LBD mod: 0; hIAP activ: 0.84; APOBEC3A inh: -2; mIAP act: 1; hIAP block: 16; APOBEC3G inh: -7

Results for COC(=O)CNC(=O)C1(C)C=CCN1C(=O)c1ccccc1 (stereo unspecified) ?
MPTP inh: -0.6; mIAP inh: -6; beta cell repl: 2; GRIN3A LBD mod: -1; hIAP activ: 1; APOBEC3A inh: -4; mIAP act: 1.1; hIAP block: -4; APOBEC3G inh: -6

What do the screens show for `O=C(COC(=O)/C=C/c1ccc(S(=O)(=O)N2CCOCC2)cc1)NCc1ccc2c(c1)OCO2`?
MPTP inh: -1.7; mIAP inh: 2; beta cell repl: 1; GRIN3A LBD mod: -2; hIAP activ: 0.98; APOBEC3A inh: 1; mIAP act: 0.98; hIAP block: 2; APOBEC3G inh: -3

Results for CCN1CCN(Cc2ccc(NC(=O)c3cc(NC(=O)c4cc(C)on4)cc(OC)c3)cc2C(F)(F)F)CC1 ?
MPTP inh: -2.9&-0.4; mIAP inh: 5; beta cell repl: -9; GRIN3A LBD mod: -5; hIAP activ: 0.97; APOBEC3A inh: -4; mIAP act: 0.95; hIAP block: 3; APOBEC3G inh: -5

How did O=C(COC(=O)c1cc(=O)[nH]c2ccccc12)Nc1nc(-c2ccccc2)cs1 do in these assays?
MPTP inh: 6.8; mIAP inh: -2; beta cell repl: -3; GRIN3A LBD mod: -1; hIAP activ: 1.1; APOBEC3A inh: -3; mIAP act: 1; hIAP block: -10; APOBEC3G inh: -2

How did Cn1c(=O)c2cc(S(=O)(=O)Nc3cc(C(=O)O)cc(C(=O)O)c3)ccc2n(C)c1=O do in these assays?
MPTP inh: 1.5; mIAP inh: -7; beta cell repl: 0; GRIN3A LBD mod: -4; hIAP activ: 0.94; APOBEC3A inh: 1; mIAP act: 1.1; hIAP block: 6; APOBEC3G inh: -8

How did CSc1ccccc1NC(=O)CN(C)C(=O)C1CC(=O)N(C(C)c2ccccc2)C1 (stereo unspecified) do in these assays?
MPTP inh: -1.4; mIAP inh: -10; beta cell repl: 0; GRIN3A LBD mod: -1; hIAP activ: 1.1; APOBEC3A inh: 12; mIAP act: 1.1; hIAP block: -6; APOBEC3G inh: -1

How did CC(Sc1ncn[nH]1)C(=O)Nc1ccc(Cl)cn1 (stereo unspecified) do in these assays?
MPTP inh: -0.2; mIAP inh: 2; beta cell repl: 0; GRIN3A LBD mod: 2; hIAP activ: 1.1; APOBEC3A inh: 2; mIAP act: 0.98; hIAP block: -9; APOBEC3G inh: 2

Results for COc1ccc(C(=O)O/N=C(\N)c2ccc(OC)c(OC)c2)c(OC)c1 ?
MPTP inh: -0.9; mIAP inh: 3; beta cell repl: -2; GRIN3A LBD mod: -2; hIAP activ: 1.1; APOBEC3A inh: -5; mIAP act: 0.97; hIAP block: -9; APOBEC3G inh: -7

How did CCCOC(=O)c1[nH]c2c(c1C)C(=O)CC(c1ccc(OC)c(OC)c1)C2 (stereo unspecified) do in these assays?
MPTP inh: 3.7; mIAP inh: -6; beta cell repl: 0; GRIN3A LBD mod: 6; hIAP activ: 0.87; APOBEC3A inh: 1; mIAP act: 1.1; hIAP block: 13; APOBEC3G inh: -6

What do the screens show for `CSc1ccccc1NC(=S)N/N=C/c1cccn1Cc1ccc(F)cc1`?
MPTP inh: 9.7; mIAP inh: 0; beta cell repl: -6; GRIN3A LBD mod: 2; hIAP activ: 1; APOBEC3A inh: -7; mIAP act: 1; hIAP block: -3; APOBEC3G inh: -6

What do the screens show for `COc1cc(OC)c(-c2nc(-c3ccncc3)no2)cc1OC`?
MPTP inh: 3.8; mIAP inh: 6; beta cell repl: -2; GRIN3A LBD mod: -3; hIAP activ: 1.1; APOBEC3A inh: -6; mIAP act: 0.94; hIAP block: -7; APOBEC3G inh: -6

Results for N[C@@H](Cc1ccccc1)C(=O)N1CCC(C(=O)N[C@@H](Cc2c[nH]c3ccccc23)C(=O)O)CC1 ?
MPTP inh: -0.9; mIAP inh: 4; beta cell repl: 1; GRIN3A LBD mod: -1; hIAP activ: 1; APOBEC3A inh: -2; mIAP act: 0.96; hIAP block: -1; APOBEC3G inh: -5

Results for COc1ccc(NC(=O)c2cccs2)cc1NC(=O)c1ccco1 ?
MPTP inh: -1.2; mIAP inh: 0; beta cell repl: 1; GRIN3A LBD mod: 0; hIAP activ: 1; APOBEC3A inh: -1; mIAP act: 1; hIAP block: -2; APOBEC3G inh: 2

What do the screens show for `CNC(=O)n1cc(C)c(-c2cccs2)n1`?
MPTP inh: 1.1; mIAP inh: -4; beta cell repl: 0; GRIN3A LBD mod: -2; hIAP activ: 1.1; APOBEC3A inh: 0; mIAP act: 1; hIAP block: -8; APOBEC3G inh: -6

What do the screens show for `Cc1ccc(N2CC(C(=O)Nc3ccc(S(=O)(=O)N4CCOCC4)cc3)CC2=O)cc1Cl` (stereo unspecified)?
MPTP inh: -1.6; mIAP inh: 0; beta cell repl: 0; GRIN3A LBD mod: -6; hIAP activ: 0.94; APOBEC3A inh: 0; mIAP act: 1; hIAP block: 6; APOBEC3G inh: -2

How did O=C(c1ccc(F)cc1)N(Cc1ccccc1)C1CCS(=O)(=O)C1 (stereo unspecified) do in these assays?
MPTP inh: -1.8; mIAP inh: 2; beta cell repl: -2; GRIN3A LBD mod: -2; hIAP activ: 0.78; APOBEC3A inh: 0; mIAP act: 0.98; hIAP block: 22; APOBEC3G inh: -3

How did Cc1noc(C)c1NC(=O)Nc1cccc2c1O[C@H](CN(C)C(=O)Nc1ccccc1)[C@@H](C)CN([C@H](C)CO)C2=O do in these assays?
MPTP inh: 0.5; mIAP inh: 4; beta cell repl: 0; GRIN3A LBD mod: -3; hIAP activ: 1; APOBEC3A inh: 0; mIAP act: 0.96; hIAP block: -1; APOBEC3G inh: -7

What do the screens show for `CCOC(=O)Cc1[nH]nc2c1C(c1ccoc1)C(C#N)=C(N)O2` (stereo unspecified)?
MPTP inh: -1.3; mIAP inh: 23; beta cell repl: 0; GRIN3A LBD mod: -1; hIAP activ: 1.2; APOBEC3A inh: 4; mIAP act: 0.77; hIAP block: -22; APOBEC3G inh: 9

Results for Cc1ccc(SC[C@H](Cc2ccccc2)N2CC[C@@H](C)CCC2=O)cc1 ?
MPTP inh: -1.1; mIAP inh: 0; beta cell repl: -8; GRIN3A LBD mod: -5; hIAP activ: 0.97; APOBEC3A inh: -1; mIAP act: 1; hIAP block: 3; APOBEC3G inh: -9

Results for Cc1cc(C(=O)OCC(=O)NC(C)C)c(C)o1 ?
MPTP inh: 0.5; mIAP inh: 2; beta cell repl: 1; GRIN3A LBD mod: 2; hIAP activ: 0.94; APOBEC3A inh: -1; mIAP act: 0.98; hIAP block: 6; APOBEC3G inh: -4

What do the screens show for `COc1ccccc1C1C(C#N)=C(N)Oc2cc(C)n(CCCn3ccnc3)c(=O)c21` (stereo unspecified)?
MPTP inh: -0.9; mIAP inh: 6; beta cell repl: -1; GRIN3A LBD mod: 0; hIAP activ: 0.85; APOBEC3A inh: -3; mIAP act: 0.94; hIAP block: 15; APOBEC3G inh: -5

Results for CN(CC(=O)Nc1ccc(Cl)c(C(F)(F)F)c1)C(=O)Cc1ccsc1 ?
MPTP inh: -1.2; mIAP inh: -15; beta cell repl: -5; GRIN3A LBD mod: -6; hIAP activ: 1; APOBEC3A inh: 3; mIAP act: 1.1; hIAP block: -2; APOBEC3G inh: -1

Results for COc1ccccc1NC(=O)N(Cc1cccs1)Cc1cc2cc3c(cc2[nH]c1=O)OCO3 ?
MPTP inh: -4.0; mIAP inh: 8; beta cell repl: 0; GRIN3A LBD mod: -11; hIAP activ: 0.78; APOBEC3A inh: -7; mIAP act: 0.92; hIAP block: 22; APOBEC3G inh: -8

How did Cc1ccc(NC(=O)c2csnn2)c(C)c1 do in these assays?
MPTP inh: -0.7; mIAP inh: -4; beta cell repl: -1; GRIN3A LBD mod: 1; hIAP activ: 1.1; APOBEC3A inh: 0; mIAP act: 1; hIAP block: -6; APOBEC3G inh: -4

Results for CCCCNC(=O)NNC(=O)c1ccco1 ?
MPTP inh: 1.5; mIAP inh: -7; beta cell repl: 0; GRIN3A LBD mod: -4; hIAP activ: 1.1; APOBEC3A inh: -2; mIAP act: 1.1; hIAP block: -5; APOBEC3G inh: -5

How did NC(=O)c1cccc2c1-c1ccccc1/C2=N/NC(N)=S do in these assays?
MPTP inh: 1.8; mIAP inh: 10; beta cell repl: -1; GRIN3A LBD mod: -1; hIAP activ: 0.92; APOBEC3A inh: -4; mIAP act: 0.9; hIAP block: 8; APOBEC3G inh: -9

Reprinted at random: 3 records from the list
Results for CCCCNC(=O)NNC(=O)c1ccco1 ?
MPTP inh: 1.5; mIAP inh: -7; beta cell repl: 0; GRIN3A LBD mod: -4; hIAP activ: 1.1; APOBEC3A inh: -2; mIAP act: 1.1; hIAP block: -5; APOBEC3G inh: -5

Results for Cc1cc(C(=O)OCC(=O)NC(C)C)c(C)o1 ?
MPTP inh: 0.5; mIAP inh: 2; beta cell repl: 1; GRIN3A LBD mod: 2; hIAP activ: 0.94; APOBEC3A inh: -1; mIAP act: 0.98; hIAP block: 6; APOBEC3G inh: -4

Results for CN(CC(=O)Nc1ccc(Cl)c(C(F)(F)F)c1)C(=O)Cc1ccsc1 ?
MPTP inh: -1.2; mIAP inh: -15; beta cell repl: -5; GRIN3A LBD mod: -6; hIAP activ: 1; APOBEC3A inh: 3; mIAP act: 1.1; hIAP block: -2; APOBEC3G inh: -1

Source: PubChem BioAssay
